APJ antag = blocks the human apelin receptor APJ. 330,000 compounds, 0.32% hits. P35414. inhibition, % at 20 µM. CHO-K1 APJ beta-arrestin complementation, luminescence. AID 2521;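 active = inhibition above about 40% at 20 µM, limit read from the data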;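 note: cells challenged with 10 nM apelin-13 agonist together with compound; plate controls were apelin-13 plus DMSO wells for no effect and DMSO wells lacking apelin-13 for full effect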
Target sequence (P35414 whole entry, looked up): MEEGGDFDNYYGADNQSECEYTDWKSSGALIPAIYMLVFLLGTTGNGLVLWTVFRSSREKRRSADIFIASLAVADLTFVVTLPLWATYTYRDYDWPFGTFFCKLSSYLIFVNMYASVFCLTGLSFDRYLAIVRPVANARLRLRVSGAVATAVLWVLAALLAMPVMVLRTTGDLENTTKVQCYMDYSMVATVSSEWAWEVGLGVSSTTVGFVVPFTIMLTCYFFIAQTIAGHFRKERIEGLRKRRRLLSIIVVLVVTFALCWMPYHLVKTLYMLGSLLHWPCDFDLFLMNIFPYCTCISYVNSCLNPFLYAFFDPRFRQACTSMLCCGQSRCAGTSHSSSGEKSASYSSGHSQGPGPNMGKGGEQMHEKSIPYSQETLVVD
APJ agonist = activates the human apelin receptor APJ. P35414. AID 2520. activation, % at 20 µM. 330,000 compounds, 0.11% hits. CHO-K1 APJ PathHunter beta-arrestin, luminescence; 0% DMSO wells, 100% apelin;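 active = activation more than six SD over the plate average, tested at 20 µM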;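 note: 0% = DMSO alone and 100% = apelin-13 at 10 nM; some results filed as inactive read as strong as hits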
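Material: CHO-K1 APJ beta-arrestin complementation cell line; Input: cell density 1000 per well; Incubation: compound stimulation 90 min at 25 °C, detection 60 min; Signal: luminescence from split beta-galactosidase complementation, Galacton Star/Emerald II substrate; Controls: DMSO-only wells as negative, 10 nM Apelin-13 as positive control.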
tim23-1 inh = inhibits growth of tim23-1 mutant yeast; inhibition, % at 20 µM; AID 463212; S. cerevisiae tim23-1 growth, BacTiter-Glo luminescence, 24 h; 330,000 compounds, 1.3% hits;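 active = growth inhibition of the mutant yeast at or above 50%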;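 note: temperature-sensitive mutant grown at 25 °C; plate controls were DMSO-treated mutant yeast for no effect and medium wells lacking yeast for full effect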
UPR XBP1 act = adaptive UPR (XBP1) activation. CHO-XBP1 luciferase reporter, IRE1-XBP1 UPR activation, luminescence; percent of tunicamycin response, DMSO as zero. activation, % at 20 µM. 330,000 compounds, 0.33% hits. AID 463104;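 active = versus positive control, 20 µM dose yields 30% or more activation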;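 note: 100% = tunicamycin at 10 µg/mL and 0% = DMSO only wells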
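Assay system: IRE1-XBP1 luciferase reporter CHO line. Input: 1000 cells/well. Buffer or medium: F12 with 10% serum. Doses: 20 µM, 1% DMSO. Times: overnight seeding at 37 °C, 6 h compound treatment at 37 °C. Technique: Steady-Glo luciferase glow luminescence, 10 min after reagent addition.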
CHOP UPR activ = activators of apoptotic arm of unfolded protein response (CHOP); 330,000 compounds, 0.34% hits; activation, % at 10 µM; AID 449763; CHO-CHOP luciferase reporter, UPR activation, luminescence; percent of tunicamycin response over DMSO baseline;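 active = at 10 µM dose, activation of 40% or more, normalized to positive control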;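 note: 100% = tunicamycin at 10 µg/mL and 0% = DMSO alone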
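Material: CHO-CHOP cells, stable luciferase reporter of PERK-eIF2a-CHOP signalling; quantity: 500 reporter cells seeded per well; buffer or medium: F12 medium containing 10% fetal bovine serum; compound: one dose, 10 µM in 0.5% DMSO; incubation: 6 h compound treatment, 37 °C; measured by: Steady-Glo luciferase luminescence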
Mdm2-MdmX inh = disrupts the human Mdm2-MdmX interaction. SaOS-2 split-luciferase Mdm2/MdmX complementation, luminescence. inhibition, % at 8 µM. 330,000 compounds, 3% hits. AID 485346;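 active = inhibition of at least 50% at 8 µM in the primary screen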
tim10-1 inh = growth inhibitors of tim10-1 mutant yeast. S. cerevisiae tim10-1 ts strain growth, BacTiter-Glo, 24 h. 330,000 compounds, 2.2% hits. inhibition, % at 20 µM. AID 463190;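 active = inhibition of at least 40%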;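 note: mutant grown at 25 °C; 0% = DMSO wells with yeast and 100% = wells holding no yeast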
TIM10 inh = inhibits growth of TIM10 yeast strain. inhibition, % at 10 µM. 330,000 compounds, 1.4% hits. AID 463195. S. cerevisiae TIM10 strain growth, BacTiter-Glo luminescence, 24 h;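 active = inhibition of 40% or more at the single tested concentration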;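 note: wild-type TIM10 isogenic control strain grown at permissive 25 °C; 0% = DMSO yeast wells and 100% = minimal medium wells without yeast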
CXCR6 block = CXCR6 (human) receptor inhibition. CHO-K1 PathHunter CXCR6 beta-arrestin, luminescence. inhibition, % at 20 µM. 360,000 compounds, 0.36% hits; in the data active = inhibition above about 34%, passing the limit was not always enough;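 note: antagonist mode with CXCL16 agonist at 10 nM final; 0% = 10 nM CXCL16 with DMSO and 100% = unstimulated wells without agonist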
Target sequence (O00574 whole entry, looked up): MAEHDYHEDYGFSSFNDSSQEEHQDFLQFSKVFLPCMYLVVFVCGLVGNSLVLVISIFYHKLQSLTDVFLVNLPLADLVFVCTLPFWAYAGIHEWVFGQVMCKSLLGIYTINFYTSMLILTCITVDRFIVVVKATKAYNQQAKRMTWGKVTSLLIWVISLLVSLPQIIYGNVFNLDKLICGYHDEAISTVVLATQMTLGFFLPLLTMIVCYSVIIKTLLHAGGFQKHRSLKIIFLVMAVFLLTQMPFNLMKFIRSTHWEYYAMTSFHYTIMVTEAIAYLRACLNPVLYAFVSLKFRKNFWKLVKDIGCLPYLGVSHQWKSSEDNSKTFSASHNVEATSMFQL
Starred values were filed as active, the others as inactive; x = no result given. The list is partial; rates above refer to the full screens.

Sample of the layout:
SMILES	APJ antag	APJ agonist	tim23-1 inh	UPR XBP1 act	CHOP UPR activ	Mdm2-MdmX inh	tim10-1 inh	TIM10 inh	CXCR6 block
O=C1c2ccccc2C(=O)N1c1cccnc1	0	-2	5	-1	0.4	13	5	-11	3
CC(Sc1nnc(N)s1)c1ccccc1Cl (stereo not drawn)	10	-4	13	0	-1.7	22	15	11	-5
CCOC(=O)C(CC)Sc1ncnc2nc[nH]c12 (stereo not drawn)	1	1	16	3	1.1	4	-12	8	-4
O=C(CSc1nc2nn(-c3ccccc3)c(=O)c-2c2n1CCCCC2)Nc1cccc(F)c1	16	0	16	-3	5.7	25	12	10	16
CN(C)CCNC(=O)C(=O)C1C(=O)Nc2ccccc21 (stereo not drawn)	5	-2	0	4	-0.9	0	-4	7	x
NS(=O)(=O)c1ccc(NC(=O)c2ccc(COc3ccccc3)o2)cc1	-6	-3	-19	-1	-2.3	26	-14	5	2

Main list (from the top)
SMILES	APJ antag	APJ agonist	tim23-1 inh	UPR XBP1 act	CHOP UPR activ	Mdm2-MdmX inh	tim10-1 inh	TIM10 inh	CXCR6 block
O=C1c2ccccc2C(=O)N1c1cccnc1	0	-2	5	-1	0.4	13	5	-11	3
CC(Sc1nnc(N)s1)c1ccccc1Cl (stereo not drawn)	10	-4	13	0	-1.7	22	15	11	-5
CCOC(=O)C(CC)Sc1ncnc2nc[nH]c12 (stereo not drawn)	1	1	16	3	1.1	4	-12	8	-4
O=C(CSc1nc2nn(-c3ccccc3)c(=O)c-2c2n1CCCCC2)Nc1cccc(F)c1	16	0	16	-3	5.7	25	12	10	16
CN(C)CCNC(=O)C(=O)C1C(=O)Nc2ccccc21 (stereo not drawn)	5	-2	0	4	-0.9	0	-4	7	x
NS(=O)(=O)c1ccc(NC(=O)c2ccc(COc3ccccc3)o2)cc1	-6	-3	-19	-1	-2.3	26	-14	5	2
Cc1noc(C)c1S(=O)(=O)Nc1ccc(C(=O)N2CCc3ccccc3C2)cc1	11	0	10	-4	0.6	-9	15	10	-3
C=C(C)C(=O)Nc1cccc(C2=NOC3(C2)C[C@@H](C(N)=O)N(C(=O)/C(C)=C/C)C3)c1 (stereo partly drawn)	8	5	-1	-5	0.8	-4	-23	-17	-1
O=C(N(c1ccccc1)c1ccccc1)N(c1ccccc1)c1ccccc1	16	-3	52*	6	0.6	30	46*	39	19
CN(c1ccccc1C(=O)Nc1cccc(Cl)c1Cl)S(C)(=O)=O	1	2	19	1	-0.6	-4	17	16	0
CN(CC1CCN(CCc2cccc(C(F)(F)F)c2)CC1)C(=O)c1ccc(F)cc1	12	-2	-11	4	2.6	7	19	12	4
Cc1cc(C=O)c(O)cc1O	12	5	9	-4	1.3	2	-9	3	-9
O=c1[nH]c2cccnc2n(CCNc2ncc(C(F)(F)F)cc2Cl)c1=O	-16	1	2	-2	-1.9	16	-11	-1	-13
Cc1ccc(C(=O)N2CCOCC2)c(F)c1F	-2	-3	-7	-1	-1.5	14	-1	-10	8
Cc1noc(C)c1C(c1ccccc1)c1ccccc1	-5	-4	13	1	1.4	-11	28	5	10
O=[N+]([O-])c1ccc(N2CCOCC2)c(S(=O)(=O)N2CCOCC2)c1	-10	-1	2	0	-1.6	10	3	-14	4
CCCCCCCCCCCCN1[C@@H](CC(C)=O)c2cc(C(F)(F)F)ccc2S1(=O)=O	14	-4	17	-4	-2.0	-2	4	19	7
Cc1nn(Cc2ccccc2)c(C)c1C(=O)N1CCN(CC(=O)Nc2ccc(F)cc2)CC1	1	-3	5	-1	-1.8	27	7	16	2
CC(=O)c1ccc(N=c2scc(C)n2C(C)C)cc1	-6	-2	23	0	0.9	16	13	-5	2
O=C(COc1cccc2cccnc12)Nc1ccccc1N1CCOCC1	-3	3	33	-1	0.1	15	26	20	7
O=C(NC(NNc1ccc([N+](=O)[O-])cc1)(C(F)(F)F)C(F)(F)F)c1ccccc1Cl	-33	2	49	0	-0.2	-6	47*	33	19
CC(C)Cc1csc(NC(=O)c2ccc(F)cc2)c1C(=O)O	-16	-2	13	-2	0.4	7	-6	7	-2
CCOc1ccc(NC(=S)NC(=O)c2c(Cl)cnn2CC)c([N+](=O)[O-])c1	-8	-4	-11	-4	-0.8	16	-15	-3	13
CC#CCCC(=O)N1C=Cc2ccccc2C1C#N (stereo not drawn)	10	-2	26	-2	0.4	-21	26	0	-2
CCN(C(=O)CSc1nnc(-c2ccc3c(c2)OCO3)o1)C1CCS(=O)(=O)C1 (stereo not drawn)	2	-3	8	-1	0.3	-13	1	10	-8
COc1ccccc1NC(=O)N1CCN(S(C)(=O)=O)CC1	6	0	5	0	-1.7	0	-7	-9	6
Nc1ccc(-c2cc(N)n(-c3ccccc3)n2)cc1	16	0	6	6	1.7	-41	8	-4	-2
COc1ccc(-n2c(-c3cccc(C)c3[N+](=O)[O-])n[nH]c2=S)cc1	9	0	14	-2	-1.8	-7	13	10	8
CCc1cc2c(CN3CCN(C)CC3)cc(=O)oc2cc1O	16	-4	-2	5	-0.8	11	16	-5	5
CC(=O)c1ccc(S(=O)(=O)N2CCN(C(=O)c3ccc(COc4ccccc4)o3)CC2)cc1	5	1	31	-2	-1.4	30	19	8	-6
CC1(C)SC(=S)N(NC(=O)Nc2cccc3ccccc23)C1N(O)C(=O)Nc1ccccc1 (stereo not drawn)	-4	3	21	4	1.6	49	19	24	-6
Cc1ccccc1OCC(=O)N/N=C/c1ccccn1	-1	-3	-3	-2	1.5	19	6	13	-3
O/N=C/c1ccnc(SCc2ccc(Cl)cc2)n1	15	-2	15	1	2.1	16	-4	5	4
NNC(=O)COc1ncn(-c2ccccc2)n1	6	-1	12	0	-2.6	9	1	1	-5
NS(=O)(=O)c1ccc(CCNC(=O)/C=C/c2cccc([N+](=O)[O-])c2)cc1	-9	-2	-6	-2	-0.9	6	-1	-5	-2
Cc1ccc(C(=O)N2CCC(C(=O)NCc3cccnc3)CC2)cc1	5	-4	16	1	1.9	16	32	23	0
CCOC(=O)C1=C(COc2ccccc2)NC(=O)NC1c1ccc(Cl)cc1 (stereo not drawn)	-61	4	23	-2	0.2	10	0	-13	9
CCC1SC(CC)C(=O)N(CC(=O)NCc2ccc(F)cc2)C1=O (stereo not drawn)	9	-1	13	-1	-1.9	-15	14	-6	0
CCOC(=O)c1sc2ccccc2c1OC(=O)c1ccccc1OC	-1	-4	54*	2	4.5	48	35	49*	-2
Cc1ccccc1-c1nn(-c2ccc(F)cc2F)cc1CNCCCN(C)C	-28	-3	-1	1	1.0	34	6	-11	3
CCCN(CC(=O)Nc1ccccc1C)C(=O)Cc1c(C)nc2ccccc2c1C	-13	-1	18	-2	1.1	-7	13	5	-2
COc1ccc(OC)c(C2C3CN(C(C)C)CC=C3C(C#N)=C(N)C2(C#N)C#N)c1 (stereo not drawn)	12	-5	6	-2	0.8	20	11	7	1
O=C1NCCN1CCNS(=O)(=O)c1ccc(F)c(Cl)c1	3	1	14	-1	-1.6	-17	1	11	-1
CCC(=O)N1CCN(c2ccc(NC(=O)c3c(F)c(F)c(OC)c(F)c3F)cc2)CC1	10	-2	25	-4	-2.0	-4	6	-10	0
N/C(=N\OC(=O)CC1CCCCC1)c1ccc(Br)cc1	-38	8	13	1	5.0	13	33	19	-8
Cc1ccc(C(=O)CCC(=O)Nc2cccc(C(F)(F)F)c2)cc1C	-5	-3	2	6	-1.2	23	-3	-16	-8
N/C(=N\OC(=O)Cc1ccccc1[N+](=O)[O-])c1ccccn1	-23	0	12	1	3.1	-18	8	-17	1
Nc1nonc1-c1noc(-c2ccccc2Br)n1	0	2	23	4	2.4	-26	24	12	0
COc1ccc(NC(C)=O)cc1NC(C)c1nc2sc(C)c(C)c2c(=O)[nH]1 (stereo not drawn)	2	2	22	0	-1.4	-4	8	15	-7
Cc1cccc(-n2c(=O)c3ccccc3n3c(=S)[nH]nc23)c1C	8	-1	-16	1	0.8	32	-66	-1	10

Next part
SMILES	APJ antag	APJ agonist	tim23-1 inh	UPR XBP1 act	CHOP UPR activ	Mdm2-MdmX inh	tim10-1 inh	TIM10 inh	CXCR6 block
COc1cc(CCCN2C(=O)C(=O)NC[C@@H]2C(C)O)cc(OC)c1OC (stereo partly drawn)	11	-3	-3	0	0.8	24	-12	-4	3
N/C(CSc1nc(-c2ccccc2)c(-c2ccccc2)o1)=N\O	-3	-2	28	0	-0.9	-4	4	10	0
O=C1NCCCC2c3c(cc(Br)c(O)c3Br)OC12N1CCCCC1 (stereo not drawn)	2	-3	13	-1	0.7	-5	15	6	0
O=C(CN1C(=O)NC2(CCCC2)C1=O)N1CCN(c2ccccc2O)CC1	2	3	20	-3	-2.2	-13	22	5	4
Cc1cc(C)c(C#N)c(N2CCN(c3ccc(F)cc3)CC2)n1	0	-4	18	-6	0.5	15	-1	-1	1
O=C(NC1=NCCS1)c1cc(-c2cccnc2)nc2ccccc12	19	-2	15	-3	-0.6	12	18	21	2
Cc1ccccc1-c1nc(CS(=O)(=O)CC(=O)NCCCN2C(C)CCCC2C)c(C)o1 (stereo not drawn)	6	-1	4	-1	1.8	-30	13	-4	1
CC(C(=O)NCCS(=O)(=O)c1ccc(Cl)cc1)S(=O)(=O)c1ccccc1 (stereo not drawn)	-1	-4	4	-3	1.7	20	0	-7	3
CC(C)CN1C(=O)/C(=C(/C#N)C(=O)NC2CCCCC2)c2ccccc21	-60	-2	64*	-3	-1.8	13	72*	79*	-23
